# High-throughput results (PubChem)
# FadD28 FP inh – blocks FadD28 binding to the bisubstrate probe; inhibition, % at 12.5 µM; actives 0.22% (n = 360,000); fluorescence polarization; in the data active means inhibition above about 8.5%, passing the limit was not always enough
# BH1578 lux ind – quorum light induction in luxS cqsA deficient V. cholerae. V. cholerae BH1578 lux reporter, luminescence, 6 h. actives 0.16% (n = 350,000). activation, % at 18.7 µM. AID 588436; in the data active means activation mostly above about 9.7%, no sharp cut-off; further: not every result past the cut was called active; inactives centre near 0; reference of the scale not given here
# PfHsp40 rescue – restores yeast growth despite PfHsp40 toxicity; S. cerevisiae expressing PfHsp40, growth rescue, ATP luminescence; growth rescue, % at 12.5 µM; actives 0.68% (n = 340,000); AID 504582; in the data active means growth rescue above about 28%, passing the limit was not always enough;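 further: yeast W303a lacking pdr1 and pdr3 grown in galactose medium; growth measured after three days at 30 °C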
# TcdB GH inh – TcdB glycohydrolase inhibition. P18177. TcdB glycohydrolase enzymatic assay, plate reader. inhibition, % at 9.99 µM. actives 0.24% (n = 350,000). AID 652162; in the data active means inhibition above about 10%
# Target sequence (P18177 whole entry, looked up): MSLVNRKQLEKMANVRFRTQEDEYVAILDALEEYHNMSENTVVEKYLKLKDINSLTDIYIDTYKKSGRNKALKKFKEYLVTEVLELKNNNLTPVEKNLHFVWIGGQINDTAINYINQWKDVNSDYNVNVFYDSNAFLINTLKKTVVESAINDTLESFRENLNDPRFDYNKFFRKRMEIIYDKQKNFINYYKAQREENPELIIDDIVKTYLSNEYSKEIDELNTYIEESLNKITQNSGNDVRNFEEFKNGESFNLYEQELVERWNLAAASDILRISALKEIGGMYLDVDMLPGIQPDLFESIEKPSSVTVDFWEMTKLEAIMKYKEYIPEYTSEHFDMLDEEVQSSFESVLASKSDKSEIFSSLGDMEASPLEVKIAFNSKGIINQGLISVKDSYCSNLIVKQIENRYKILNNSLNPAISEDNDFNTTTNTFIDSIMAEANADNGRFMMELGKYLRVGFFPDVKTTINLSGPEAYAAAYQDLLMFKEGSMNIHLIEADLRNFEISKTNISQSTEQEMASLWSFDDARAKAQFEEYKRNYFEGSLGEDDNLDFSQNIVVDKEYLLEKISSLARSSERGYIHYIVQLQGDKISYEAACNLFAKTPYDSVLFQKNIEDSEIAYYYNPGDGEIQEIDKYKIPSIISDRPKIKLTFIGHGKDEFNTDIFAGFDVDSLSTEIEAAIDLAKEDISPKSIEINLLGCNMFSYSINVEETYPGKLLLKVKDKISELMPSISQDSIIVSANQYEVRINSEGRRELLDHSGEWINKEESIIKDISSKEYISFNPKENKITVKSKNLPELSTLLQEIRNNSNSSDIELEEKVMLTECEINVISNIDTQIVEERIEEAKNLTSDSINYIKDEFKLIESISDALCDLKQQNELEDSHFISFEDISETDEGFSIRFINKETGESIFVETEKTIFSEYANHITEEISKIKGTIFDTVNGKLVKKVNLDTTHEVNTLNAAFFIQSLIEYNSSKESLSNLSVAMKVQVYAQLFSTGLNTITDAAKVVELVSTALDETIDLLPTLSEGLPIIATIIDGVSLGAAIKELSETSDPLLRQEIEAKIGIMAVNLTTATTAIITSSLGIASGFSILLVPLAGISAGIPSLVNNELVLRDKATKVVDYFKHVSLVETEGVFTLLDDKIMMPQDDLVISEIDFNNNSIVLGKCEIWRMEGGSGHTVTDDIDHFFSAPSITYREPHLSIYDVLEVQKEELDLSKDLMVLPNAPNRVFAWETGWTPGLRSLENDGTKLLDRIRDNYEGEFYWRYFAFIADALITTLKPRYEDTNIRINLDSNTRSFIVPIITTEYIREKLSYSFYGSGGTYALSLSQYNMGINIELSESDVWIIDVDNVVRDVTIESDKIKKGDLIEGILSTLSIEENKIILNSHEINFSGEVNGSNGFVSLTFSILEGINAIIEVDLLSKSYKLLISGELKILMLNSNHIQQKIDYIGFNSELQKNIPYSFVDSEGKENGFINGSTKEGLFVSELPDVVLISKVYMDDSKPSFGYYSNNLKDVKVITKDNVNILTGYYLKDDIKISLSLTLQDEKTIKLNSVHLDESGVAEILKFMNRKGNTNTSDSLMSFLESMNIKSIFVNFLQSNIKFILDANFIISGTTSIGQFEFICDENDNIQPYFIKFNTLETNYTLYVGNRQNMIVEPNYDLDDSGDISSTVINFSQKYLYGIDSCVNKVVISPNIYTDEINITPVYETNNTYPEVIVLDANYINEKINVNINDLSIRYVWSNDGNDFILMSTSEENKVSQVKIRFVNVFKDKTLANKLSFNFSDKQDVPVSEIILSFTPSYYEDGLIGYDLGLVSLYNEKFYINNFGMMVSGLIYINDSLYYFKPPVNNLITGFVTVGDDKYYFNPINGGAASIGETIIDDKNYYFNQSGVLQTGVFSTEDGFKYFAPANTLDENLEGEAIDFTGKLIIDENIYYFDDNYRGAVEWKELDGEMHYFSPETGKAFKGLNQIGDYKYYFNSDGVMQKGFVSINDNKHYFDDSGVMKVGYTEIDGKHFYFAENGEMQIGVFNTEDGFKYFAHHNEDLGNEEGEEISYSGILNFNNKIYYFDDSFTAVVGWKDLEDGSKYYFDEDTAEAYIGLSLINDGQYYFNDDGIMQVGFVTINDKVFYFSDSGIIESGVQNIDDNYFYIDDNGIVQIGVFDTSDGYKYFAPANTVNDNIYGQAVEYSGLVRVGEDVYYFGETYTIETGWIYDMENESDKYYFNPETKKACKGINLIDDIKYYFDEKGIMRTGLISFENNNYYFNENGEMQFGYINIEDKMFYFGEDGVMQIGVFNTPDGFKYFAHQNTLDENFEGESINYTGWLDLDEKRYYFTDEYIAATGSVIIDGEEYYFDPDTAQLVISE
# GDH-TPI counter – inhibits GDH-TPI coupling enzymes, artifact for Mtb FBA screen. GDH-TPI coupled enzyme counterscreen, NADH absorbance. inhibition, % at 4.8 µM. actives 1.2% (n = 360,000); in the data active means inhibition above about 30%;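 further: 0% = DMSO wells and 100% = wells lacking the enzyme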
# Mtb UGM inh – Mtb UDP-galactopyranose mutase inhibition; P9WIQ1; purified UGM, fluorescence polarization probe displacement; inhibition, % at 10 µM; actives 0.06% (n = 320,000); AID 504406; in the data active means inhibition above about 10%, passing the limit was not always enough
# Y pestis TopoI – inhibitors of Yersinia pestis topoisomerase I; Y. pestis Topo-I cleavage product accumulation, plate reader; activity, % at 10 µM; actives 0.064% (n = 360,000); AID 504884; in the data active means activity above about 50%, passing the limit was not always enough; further: inactives centre near 2
# FBA Mtb inh – inhibitors of M. tuberculosis fructose-bisphosphate aldolase; P9WQA3; purified M. tuberculosis FBA, fluorescence read-out; actives 2.3% (n = 360,000); inhibition, % at 1 µM; in the data active means inhibition above about 27%;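 further: 0% = vehicle and 100% = reference inhibitor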
# Mtb BioA inh – BioA (M. tuberculosis) enzyme inhibition. inhibition, % at 9.99 µM. AID 602481. purified M. tuberculosis BioA enzyme, plate reader. actives 0.096% (n = 360,000); in the data active means inhibition above about 40%
# Starred values were filed as active, the others as inactive; i = inactive; . = no result given.
# Each structure is followed by: FadD28 FP inh, BH1578 lux ind, PfHsp40 rescue, TcdB GH inh, GDH-TPI counter, Mtb UGM inh, Y pestis TopoI, FBA Mtb inh, Mtb BioA inh
- CSc1ccc2c(c1)C(N1CCN(C)CC1)Cc1ccc(F)cc1S2 (stereo unspecified)
→ -6.3, -0.5, ., 1.9, 24, 2.8, -12, 6, -3.1
- Cc1ccccc1OCC(=O)OCC(=O)NC1CCCCCC1
→ -2.4, -0.9, 0.6, 0.4, 1, ., 7, -2, -0.8
- O=C(NCc1ccco1)NCC(F)(F)F
→ -0.1, 2.6, 0.6, ., 3, 1.5, -2, 5, -0.5
- COc1cc(Cl)c(CN2CCCC(CO)(Cc3ccccc3)C2)cc1OC (stereo unspecified)
→ -3.6, 0.7, -1.9, 0.8, 0, 0.3, 10, 0, 0.4
- Cc1ccc(-c2nn3c(C)nnc3s2)cc1NC(=O)c1cccs1
→ -2.2, 1.0, -0.1, ., 16, 1.3, -3, -4, 0.3
- COC(=O)CN=Cc1c(C)[nH]n(-c2ccccc2)c1=O
→ -2.7, 0.5, 0.3, 0.9, 2, 2.1, -5, -2, .
- CCOC(=O)c1sc(NC(=O)CSc2nnc(C(C)C)n2C)nc1C
→ -4.7, -0.1, -2.7, ., 0, -2.2, 4, -3, .
- N#Cc1ccccc1Cn1cc(C(=O)c2ccccc2F)c2ccccc21
→ -1.4, -0.5, 0.6, ., 17, -1.5, -3, -1, -0.9
- C#CCOCCOCCOCCNc1nc(N2CCN(C(=O)CCCCCCCCCCNC(=O)[C@H](CCCCN)n3cc(CCO)nn3)CC2)nc(N2CCN(C(=O)CCCCCCCCCCNC(=O)[C@H](CCCCN)n3cc(CCCC(=O)O)nn3)CC2)n1
→ -3.6, i, -1.4, 0.6, 4, 2.2, -13, 0, -1.4
- CSc1nc2ccccc2n1Cc1cccc(F)c1
→ -0.5, i, -2.1, ., 8, 0.4, 9, 4, 1.4
- CC(Oc1ccc(Br)cc1)C(=O)NCCCN1CCCC1=O (stereo unspecified)
→ -2.9, -1.6, -0.9, -0.2, -1, -0.4, 4, -2, 1.1
- Cc1cc(NC(=O)Nc2ccc(F)cc2F)n(C)n1
→ -0.6, i, 1.3, 1.1, -2, -1.6, -1, -3, .
- Cc1c(NC(=O)c2ccc(N3CCCC3)c([N+](=O)[O-])c2)cccc1-c1nc2ccccc2s1
→ -2.2, 1.1, -0.2, 1.0, 22, 0.9, 6, -4, .
- O=C(O)c1ccccc1C(c1ccccc1)c1ccccc1O (stereo unspecified)
→ -2.6, i, 1.2, 3.0, 0, ., 3, -3, .
- CCN(CC)CCOC(=O)c1c(C)oc2ccc(OC)cc12
→ 0.8, 2.0, -1.0, ., -8, -0.8, -7, -3, -1.0
- O=C(Nc1cnn(Cc2ccc(Cl)c(Cl)c2)c1)c1nc2ncccn2n1
→ -2.9, -1.7, -0.5, ., 1, -0.7, -2, 1, 26
- CC(=O)c1c(C)nc2ccccn12
→ -4.0, 1.0, -3.1, 0.2, 1, -1.6, -9, -2, -1.6
- O=C(CNC(=O)c1ccc(Cl)c([N+](=O)[O-])c1)OCN1C(=O)c2ccccc2C1=O
→ -3.9, 0.7, ., 1.5, 2, 0.0, -6, -2, .
- CC(C)CN(C(=O)COC(=O)CNC(=O)c1sc2ccccc2c1Cl)C1CCS(=O)(=O)C1 (stereo unspecified)
→ -0.4, 5.6, -0.5, 0.5, 4, 1.2, 4, 0, -1.8
- COc1ccc(N(C)C(=O)c2ccc3nc(-c4ccccc4)c(-c4ccccc4)nc3c2)cc1
→ -0.5, 0.3, 0.5, ., 11, -0.8, 29, 0, -2.1

# Reformatted with bars between the fields: part of the list above
mol | FadD28 FP inh | BH1578 lux ind | PfHsp40 rescue | TcdB GH inh | GDH-TPI counter | Mtb UGM inh | Y pestis TopoI | FBA Mtb inh | Mtb BioA inh
COc1ccc(N(C)C(=O)c2ccc3nc(-c4ccccc4)c(-c4ccccc4)nc3c2)cc1 | -0.5 | 0.3 | 0.5 | . | 11 | -0.8 | 29 | 0 | -2.1
O=C(Nc1cnn(Cc2ccc(Cl)c(Cl)c2)c1)c1nc2ncccn2n1 | -2.9 | -1.7 | -0.5 | . | 1 | -0.7 | -2 | 1 | 26
CCN(CC)CCOC(=O)c1c(C)oc2ccc(OC)cc12 | 0.8 | 2.0 | -1.0 | . | -8 | -0.8 | -7 | -3 | -1.0
Cc1ccc(-c2nn3c(C)nnc3s2)cc1NC(=O)c1cccs1 | -2.2 | 1.0 | -0.1 | . | 16 | 1.3 | -3 | -4 | 0.3

# Some of these compounds in order of SMILES length, rising:
# Each structure is followed by: FadD28 FP inh, BH1578 lux ind, PfHsp40 rescue, TcdB GH inh, GDH-TPI counter, Mtb UGM inh, Y pestis TopoI, FBA Mtb inh, Mtb BioA inh
- Cc1cc(NC(=O)Nc2ccc(F)cc2F)n(C)n1
→ -0.6, i, 1.3, 1.1, -2, -1.6, -1, -3, .
- COc1cc(Cl)c(CN2CCCC(CO)(Cc3ccccc3)C2)cc1OC (stereo unspecified)
→ -3.6, 0.7, -1.9, 0.8, 0, 0.3, 10, 0, 0.4
- C#CCOCCOCCOCCNc1nc(N2CCN(C(=O)CCCCCCCCCCNC(=O)[C@H](CCCCN)n3cc(CCO)nn3)CC2)nc(N2CCN(C(=O)CCCCCCCCCCNC(=O)[C@H](CCCCN)n3cc(CCCC(=O)O)nn3)CC2)n1
→ -3.6, i, -1.4, 0.6, 4, 2.2, -13, 0, -1.4

# (listing goes on)
# Each structure is followed by: FadD28 FP inh, BH1578 lux ind, PfHsp40 rescue, TcdB GH inh, GDH-TPI counter, Mtb UGM inh, Y pestis TopoI, FBA Mtb inh, Mtb BioA inh
- O=C(Nc1cccc(Cl)c1)N1CCCC1
→ -0.8, -1.5, -0.8, ., 0, -0.4, 4, 1, 0.0
- Cc1ccc(/C=N/NC(=O)c2nnn(-c3nonc3N)c2C)o1
→ -2.4, -0.3, -0.7, -0.4, 22, -0.1, 0, -2, 3.5
- O=C(Nc1nnc(COc2ccc(Cl)cc2)s1)c1ccc([N+](=O)[O-])cc1
→ -0.8, -0.3, -0.8, ., 9, -2.0, -3, 2, 2.2
- CCCc1cc(=O)oc2cc(OCC(=O)Nc3ccccn3)ccc12
→ -0.9, -0.2, -0.9, 2.4, 10, 0.4, -8, 12, -0.5
- O=[N+]([O-])c1cccc(-c2c(-c3ccccc3)ncc3ccc(F)cc23)c1
→ -11, i, -1.5, -1.7, -10, -0.2, 7, 2, -0.2
- COc1ccc(-c2cc(=O)oc3cc(OCC(=O)NCc4ccccn4)ccc23)cc1
→ -2.1, -0.4, 0.6, 0.6, 19, 0.3, 12, 2, 0.4
- CCCSc1nnc2c(n1)OC(c1cccn1C)N(C(C)=O)c1ccccc1-2 (stereo unspecified)
→ -1.1, -5.6, -1.2, ., 18, 2.9, -8, -1, 1.4
- Cc1nn(-c2ccccc2)c(Cl)c1C(=O)Nc1ccccc1
→ -2.7, i, 1.8, ., 4, -1.4, 5, 6, 13
- Cc1ccc(SCCCCN2CCNCC2)cc1
→ -3.7, 0.4, -0.5, 0.6, 2, 0.9, -2, 0, 0.4
- CCCc1[nH]nc2c1C(c1ccncc1)C(C#N)=C(N)O2 (stereo unspecified)
→ -0.8, -0.7, -0.9, ., 2, 1.6, -5, 4, 0.3
- Cn1c(N)c(C(=O)COC(=O)C23CC4CC(CC(C4)C2)C3)c(=O)n(C)c1=O
→ 0.3, i, 0.2, ., -3, -1.8, 22, 0, 9.7
- COc1ccc(NC(=O)[C@@H]2CC=C[C@@H]3CCN(Cc4ccc(Cl)c(Cl)c4)C(=O)[C@@H]32)cc1
→ -3.5, i, 0.5, 1.7, 9, 2.1, -3, 5, -0.5
- CCCn1c(=N)n(CC(O)c2ccc(C)cc2)c2ccccc21 (stereo unspecified)
→ -5.4, -0.4, -0.4, 0.5, -11, 0.2, 2, 2, .
- CC(C)CCNc1ncnc2c1nnn2Cc1ccccc1
→ -2.3, 1.4, -0.1, 0.7, -3, 0.5, 0, 1, -1.2
- CC(C)CN(C(=O)COC(=O)c1cccn1C)c1c(N)n(Cc2ccccc2)c(=O)[nH]c1=O
→ -3.4, 0.7, -1.6, 1.3, -3, 3.8, -1, -3, -1.1
- CN(C)S(=O)(=O)c1ccc2c(c1)nc(CCC(=O)NCC1CCCCC1)n2C
→ 1.7, -0.3, -0.2, ., 2, -2.1, 6, 1, -0.4
- O=C(NCCc1c[nH]c2ccccc12)/C(=C/c1cccnc1)NC(=O)c1cccs1
→ -0.7, -0.3, -0.7, 4.9, 4, -1.1, 10, 1, .
- COc1ccc(/C=C/C(=O)Nc2ccc(OC)cc2[N+](=O)[O-])cc1
→ 1.6, -0.3, 4.8, ., 13, -0.1, 2, -3, .
- CC(=O)N1CCc2[nH]c3ccccc3c2C1
→ -1.6, -0.1, 1.2, ., 17, -0.3, 7, -4, 0.3
- Cc1cc(C(C)(C)C)oc1C(=O)Nc1ccc(CC(=O)O)cc1
→ 1.5, ., -0.3, ., 6, 0.8, 11, 0, -1.2

# Single records, from the list above:
# Profile of Cc1ccc(/C=N/NC(=O)c2nnn(-c3nonc3N)c2C)o1 = FadD28 FP inh = -2.4; BH1578 lux ind = -0.3; PfHsp40 rescue = -0.7; TcdB GH inh = -0.4; GDH-TPI counter = 22; Mtb UGM inh = -0.1; Y pestis TopoI = 0; FBA Mtb inh = -2; Mtb BioA inh = 3.5
# Profile of CN(C)S(=O)(=O)c1ccc2c(c1)nc(CCC(=O)NCC1CCCCC1)n2C = FadD28 FP inh = 1.7; BH1578 lux ind = -0.3; PfHsp40 rescue = -0.2; TcdB GH inh = .; GDH-TPI counter = 2; Mtb UGM inh = -2.1; Y pestis TopoI = 6; FBA Mtb inh = 1; Mtb BioA inh = -0.4

# Additional compounds:
# Each structure is followed by: FadD28 FP inh, BH1578 lux ind, PfHsp40 rescue, TcdB GH inh, GDH-TPI counter, Mtb UGM inh, Y pestis TopoI, FBA Mtb inh, Mtb BioA inh
- Cc1ccc(-c2nc3cccnc3s2)cc1NS(=O)(=O)c1ccc2c(c1)OCCO2
→ -2.9, -0.1, -1.0, 0.6, 0, -1.0, -9, 19, -2.3
- CC(C)(C)C(=O)Nc1ccccc1C(=O)Nc1ccncc1
→ -4.4, -5.0, -1.6, ., 1, 0.1, 3, 0, 2.0
- COC(=O)Cc1cc(C)cc2c(=O)cc(-c3ccoc3)oc12
→ -1.3, -0.4, ., 0.1, 3, -5.3, 2, 10, 0.1
- O=C(NCc1cccnc1)c1ccccc1-c1ccccc1
→ -0.6, i, -1.0, 0.7, 3, 4.2, 11, 0, .
- C#CCOCCOCCOCCNc1nc(N2CCN(C(=O)[C@H](CCCCN)n3cc(CN)nn3)CC2)nc(N2CCN(C(=O)[C@H](CCCN=C(N)N)n3cc(C(N)[C@H](C)CC)nn3)CC2)n1 (stereo partly specified)
→ 1.0, -0.9, -1.0, -1.3, 2, -0.4, -18, 1, -0.4
- CCOC(=O)C1(Cc2ccccc2)CCCN(C(=O)COc2ccccc2OC)C1 (stereo unspecified)
→ -0.5, i, ., 1.5, 0, ., 21, -2, .
- NC(=O)C1=C[C@H](c2csc3ccccc23)C[C@H](OCCCCO)O1
→ -2.7, -0.5, 3.5, 0.7, 7, -0.5, -5, -1, -0.3
- O=C(CN(C(=O)Cn1nnc(-c2cccs2)n1)c1ccc2c(c1)OCCO2)NCc1ccccc1
→ -4.2, i, 0.1, ., 7, 1.3, 8, -12, -1.2
- Oc1ccccc1N1CCN(C(=S)NCCc2ccccc2)CC1
→ 0.4, i, 0.7, ., 7, 3.7, -3, -1, 4.1
- CCS(=O)c1ccccc1C(=O)O (stereo unspecified)
→ -3.0, i, -0.4, ., -6, -2.0, 3, 1, 2.9
- Nc1nc(NCC2CCCO2)nc(Nc2cccc(Cl)c2)c1[N+](=O)[O-] (stereo unspecified)
→ -1.8, -0.3, -0.5, 0.7, 13, -0.7, 1, 4, -0.7
- CC(C)CN1C(=O)c2ccc(NC(=O)c3ccccc3F)cc2C1=O
→ 0.9, -0.2, 0.5, ., 16, ., 4, 11, -3.1
- CN(C)CCOc1cccc(Cl)c1
→ -4.6, 0.6, -0.4, ., 3, -0.5, 0, -6, .
- COc1ccc(NC(=O)COC(=O)CNS(=O)(=O)c2ccccc2)cc1OC
→ -2.7, i, -1.0, 1.5, -8, 1.6, -2, -1, .
- Cc1cc(/C=C\c2nc(O)c([N+](=O)[O-])c(=O)[nH]2)c(C)n1-c1ccccc1
→ -3.0, -0.2, -1.0, 1.0, 18, -1.4, 9, -15, .
- CC1CN(C2=NC(=O)/C(=C3/C(=O)N(Cc4ccc(F)cc4)c4ccccc43)S2)CC(C)O1 (stereo unspecified)
→ -3.4, -0.7, -0.6, 1.3, 0, -3.5, 4, -2, .
